Nrf2 activator: Nrf2 pathway activation; AID 624171; 410,000 tested, 0.31% active; Potency, µM (highest dose often 46.1 µM), inactives show at the highest dose activation, most hits filed as activators; AREc32 ARE-luciferase reporter (MCF7-derived line), luminescence, 24 h; note: potency is the fitted concentration of half-maximal effect; % of control where 0% means no effect; nearly all actives have a fitted effect of over 65% in size
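For detection, Steady-Glo was added and plates sat 30 min at RT; before that, AREc32_Fluc cells grown overnight in OPTI-MEM/5% FBS had been treated with 23 nL compound for 24 hr at 37 deg C.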
TGFb SMAD3 inh: inhibitors of TGF-b signaling | 410,000 tested, 1.2% active | HepG2 CAGA-GFP TGF-b/SMAD3 reporter, GFP fluorescence, 18 h; TGF-beta stimulated, 500 pg/mL final | AID 588855 | Potency, µM (highest dose often 46.1 µM), inactives show at the highest dose activity, negative = inhibition, most hits filed as inhibitors; note: potency is the fitted concentration of half-maximal effect; % is set by controls: 0 for no effect and ±100 for the full control effect; nearly all actives have a fitted effect of over 65% in size
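Read-out: total well GFP (ex488/em500-530) summed from mean per-cell fluorescence. Cells: HEPG2 CAGA-GFP, 1% FBS DMEM, 18 h at 37 degrees C with 500 pg/mL final TGF-beta. Unstimulated wells served as the full-inhibition control; stimulated DMSO wells = 0%.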
A549 viability: counter-screen for Nrf2 inhibitors: cytotoxicity in A549 cells; A549 ARE-Fluc cells, CellTiter-Fluor viability, 18-24 h; 390,000 tested, 0.16% active; Potency, µM (titrated, usually from 46 µM), without a hit: at the top dose activity change, negative = cytotoxicity, actives largely listed as inhibitors; note: potency is the fitted concentration of half-maximal effect; % is set by controls: 0 for no effect and ±100 for the full control effect
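A549 ARE-Fluc cells in 5% FBS OPTI-MEM, 5000 cells/well, rested 2 h then exposed to compounds in concentration-response for 18-24 h at 37 °C. Viability by CellTiter-Fluor fluorescence (Ex 405/Em 525) after 30 min; luciferase luminescence (BugLite, 15 min, RT) read afterwards.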
ATXN2 expr inh: reduces ATXN2 reporter expression in HEK-293 cells; HEK-293 ATXN2-luciferase reporter, luminescence, 24 h; Potency, µM (titrated, usually from 57 µM), inactives show at the top dose activity change, negative = inhibition, usual class: inhibitors; 360,000 tested, 0.72% active; AID 1745845; note: potency is the fitted concentration of half-maximal effect; % is set by controls: 0 for no effect and ±100 for the full control effect; nearly all actives have a fitted effect of over 55% in size
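qHTS (up to 57 uM final) was run with 24 h compound exposure of reporter cells at 37 °C. Each well was multiplexed: SteadyGlo luminescence measured ATXN2-luciferase expression after a fluorogenic Gly-Phe-AFC viability readout (25 uM final).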
IL1B secr inh: inflammasome signaling inhibition, IL-1 beta readout; THP-1 LPS/ATP IL-1B secretion, AlphaLISA, 16 h; stronger effect = lower value; activity change, % at 57.5 µM; 360,000 tested, 4.7% active; in the data active = activity change below about -50%; inconclusive = mostly about -30% to -49%; note: % is set by controls: 0 for no effect and ±100 for the full control effect
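Secreted IL-1B measured by AlphaLISA bead assay after 16 h compound exposure of THP-1 cells; compounds (final up to 57.5 uM) added 1 h before LPS (250 ng/mL) and ATP (1.25 mM) stimulation; lower signal means less secretion.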
HepG2 viability: HepG2 cytotoxicity, counter-screen for TGF-b inhibitors. HepG2 CAGA-GFP viability, ATP luminescence, 18 h. Potency, µM (doses to about 46.1 µM), for inactives: top-dose activity change, negative = cytotoxicity, actives largely listed as cytotoxic. 410,000 tested, 0.76% active. AID 588856; note: potency is the fitted concentration of half-maximal effect; some results filed as inactive show a strong effect at the top dose
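HepG2 CAGA-GFP cells (1000/well, DMEM with 1% FBS) received compound, then TGF-beta at 500 pg/mL final, and were incubated 18 hours at 37 degrees C. Viability was read by CellTiter-Glo luminescence. Media-only wells were set as complete cell-killing and DMSO as no toxicity.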
S2 tox: viability counter-screen for ATXN expression inhibitors; S2 cells (HEK-293 line with an ATXN2-luciferase reporter) viability, CellTiter-Fluor protease fluorescence, 24 h; Potency, µM (titrated, usually from 56.7 µM), actives largely listed as cytotoxic; 400,000 tested, 0.49% active; note: potency is the fitted concentration of half-maximal effect; nearly all actives have a fitted effect of over 40% in size
MCF10A rereplic: DNA re-replication induction in MCF 10a cells | MCF 10A DNA re-replication, Hoechst nuclear intensity, 48 h | AID 624296 | 350,000 tested, 2.9% active | Potency, µM (highest dose often 46.1 µM), for inactives: at the highest dose activity, positive = re-replication, actives largely listed as activators; note: potency is the fitted concentration of half-maximal effect; % of control where 0% means no effect; nearly all actives have a fitted effect of over 50% in size
Nrf2 inh: blocks Nrf2 signaling | 360,000 tested, 2.1% active | A549 ARE-Fluc reporter, luciferase luminescence, 18-24 h | Potency, µM (series often up to 46 µM), for the others: at the top dose activity change, negative = inhibition, hits mostly inhibitors; note: potency is the fitted concentration of half-maximal effect; % is set by controls: 0 for no effect and ±100 for the full control effect; nearly all actives have a fitted effect of over 60% in size
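In this cell-based qHTS, ARE-driven firefly luciferase in A549 cells reports Nrf2 activity; the luminescent signal after BugLite lysis is the measured value, with a prior CellTiter-Fluor read for cell health.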
Starred values were filed as active, the others as inactive; i = inactive; ? = inconclusive; · = not tested or not shown; [ ] = remark or other dose. Unless noted, calls come from the whole dose curve; as a rule, active = well fitted curve in the direction sought with a large enough effect; inconclusive = small, poorly fitted or top-dose-only effect, or another doubt; inactive = no such curve, though single readings can be large; an effect the other way counts as inactive or inconclusive.

Start of the listing, in advance:
molecule	Nrf2 activator	TGFb SMAD3 inh	A549 viability	ATXN2 expr inh	IL1B secr inh	HepG2 viability	S2 tox	MCF10A rereplic	Nrf2 inh
Cc1ccccc1NS(=O)(=O)c1ccc(OCC(=O)NCc2cccnc2)cc1	-1.0%	-8%	-3%	2%	11	-1%	i	-2%	-20%
CCOC(=O)C1=C(C)N(c2ccccc2)C(=O)NC1c1cccc([N+](=O)[O-])c1 (stereo unspecified)	3.0%	0%	2%	-3%	4	1%	i	?	18%
COC(=O)c1ccccc1NC(=O)c1nc2nc(C)cc(C(F)F)n2n1	0.1%	1%	-6%	-9%	-15	-2%	i	3%	-4%

The listing, from the start:
molecule	Nrf2 activator	TGFb SMAD3 inh	A549 viability	ATXN2 expr inh	IL1B secr inh	HepG2 viability	S2 tox	MCF10A rereplic	Nrf2 inh
Cc1ccccc1NS(=O)(=O)c1ccc(OCC(=O)NCc2cccnc2)cc1	-1.0%	-8%	-3%	2%	11	-1%	i	-2%	-20%
CCOC(=O)C1=C(C)N(c2ccccc2)C(=O)NC1c1cccc([N+](=O)[O-])c1 (stereo unspecified)	3.0%	0%	2%	-3%	4	1%	i	?	18%
COC(=O)c1ccccc1NC(=O)c1nc2nc(C)cc(C(F)F)n2n1	0.1%	1%	-6%	-9%	-15	-2%	i	3%	-4%
Cc1cc(C)n(C(=O)c2ccc([N+](=O)[O-])cc2[N+](=O)[O-])n1	1.6%	-4%	2%	4%	21	-1%	i	14%	21%
Cc1ccc(NC(=O)COC(=O)CN2CCCCCC2=O)cc1C	-0.4%	0%	2%	-8%	-5	1%	i	-2%	-3%
O=C(COC(=O)C1(c2ccccc2F)CCCC1)N1CCN(C(=O)c2ccco2)CC1	0.1%	-22%	7%	-5%	6	1%	i	3%	-1%
CCOC(=O)N1CCC(N2C(=O)c3ccccc3C2Nc2ccc(Cl)cn2)CC1 (stereo unspecified)	-0.3%	3%	-6%	11%	34	-5%	i	7%	-14%
CC1(C)Oc2cc3oc(-c4cc(O)cc(O)c4)cc3cc2CC1O (stereo unspecified)	-1.9%	34%	1%	?	8	-23%	i	-43%[inhibitor]	1%
O=C(Nc1ccc(Oc2cccnc2)cc1)C1CCN(Cc2cccc(Cl)c2)CC1	-0.1%	-4%	0%	-27%	12	-24%	i	?	-4%
N#CC1=C(N)Oc2n[nH]c(-c3ccc(F)cc3)c2C1c1cccc(OC(=O)N2CCOCC2)c1 (stereo unspecified)	3.6%	-22%	-7%	-11%	2	2%	i	1%	-5%
COc1ccccc1CNC(=O)c1ccc(CS(=O)(=O)c2ccccc2OC)o1	2.3%	?	-4%	3%	10	-19%	i	-1%	-11%
O=C(Cc1c(F)cccc1Cl)N1CCN(S(=O)(=O)c2cccc(F)c2)CC1	0.1%	-4%	0%	-1%	-5	0%	i	5%	12%
CCOC(=O)c1c(NC(=O)CN2C(=O)NC(C)(c3ccc(OC(F)F)cc3)C2=O)sc(C)c1C (stereo unspecified)	3.5%	0%	-10%	-8%	?	-10%	i	?	?
CCC(C(=O)Nc1cc(Cl)c(OC)cc1OC)c1ccccc1 (stereo unspecified)	-0.3%	-12%	8%	-7%	-1	-2%	i	8%	?
COc1cccc(C(O)Cc2nc3ccccc3n2C)c1OC (stereo unspecified)	3.3%	0%	0%	-20%	11	11%	?	?	?
CCOC(=O)C(C)n1cnc2c(oc3ccccc32)c1=O (stereo unspecified)	0.6%	10%	5%	34%[activator]	1	5%	i	0%	?
O=C(COc1cc(F)ccc1[N+](=O)[O-])Nc1ccc(N2CCOCC2)cc1	0.3%	4%	-4%	-16%	-24	0%	i	1%	-4%
Cn1cc(S(=O)(=O)N2CCCC2)cc1C(=O)Nc1ccc(F)cc1F	-0.7%	-20%	2%	·	·	-25%	·	·	12%
CCn1c(SCC(=O)N2CCN(C)CC2)nc2c1c(=O)n(C)c(=O)n2C	-0.8%	11%	-5%	13%	-6	17%	i	-5%	?
Cc1ccc(CNC(=O)CO/N=C/c2ccc(C(C)(C)C)cc2)cc1	2.6%	0%	17%	-5%	-2	-65%	i	?	7%
Cc1c(C(=O)O)oc2ccc(S(=O)(=O)NCc3ccc(F)cc3)cc12	0.3%	-10%	-3%	6%	-8	0%	i	2%	20%
Cc1ncc(N=Nc2ccccc2Cl)c(-c2ccccc2)n1	24%	33%[activator]	3%	24%	?	-6%	i	?	·
Cc1c(NC(=O)CSc2nc3c(cnn3-c3ccccc3)c(=O)[nH]2)c(=O)n(-c2ccccc2)n1C	-0.6%	-17%	1%	4%	12	23%	i	5%	13%
Cc1ccc(NC(=O)CCc2nc3cccnc3n2-c2ccccc2)cc1	0.1%	-2%	1%	-16%	·	-14%	i	·	?
COC(=O)[C@@](C)(O)C1(C(=O)SC(C)(C)C)CC1	-1.6%	24%	8%	8%	16	-1%	i	-3%	?
CC(Oc1ccc([N+](=O)[O-])cc1)C(=O)NCCCN1CCOCC1 (stereo unspecified)	2.2%	-5%	3%	2%	i	-21%	i	-5%	2%
CCOC(=O)c1ccc(NC(=O)c2nc[nH]c2C(=O)N(C)CCO)cc1	0.3%	-12%	·	8%	-28	-14%	i	·	·
CC1CC(C)(C)CC2(C1)NC(=O)N(CC(=O)N(Cc1ccccc1)c1ccccc1)C2=O (stereo unspecified)	3.2%	-23%	0%	0%	-16	0%	i	?	?
C[C@@H]1CCCCCCCCC(=O)OCCN(C(=O)OC(C)(C)C)[C@H](C)CCCCCCCCC(=O)OCCN(C(=O)OC(C)(C)C)[C@H](C)CCCCCCCCC(=O)OCCN1C(=O)OC(C)(C)C	0.1%	?	1%	5%	8	-2%	i	21%	12%
C=CCCC(=O)NC1CC(C)(C)Cc2c1cnn2-c1ccc(OC)cc1 (stereo unspecified)	0.7%	17%	-2%	·	-16	-27%	i	0%	-12%
Oc1c(Cl)c(Cl)c2ncccc2c1Cl	0.2%	6%	-6%	-16%	20	12%	i	?	3%
Cn1cccc1C(=O)NC(=O)CSc1nnc(C2CC2)n1-c1ccccc1	-1.0%	-3%	-6%	-25%	14	-8%	i	13%	?
O=C(CCCN1C(=O)NC2(CCCC2)C1=O)Nc1ccc(Cl)c(S(=O)(=O)N2CCOCC2)c1	-0.3%	7%	-9%	4%	16	1%	i	-5%	-20%
O=C(NCc1ccccn1)C(=O)NCC1OCCN1S(=O)(=O)c1ccc([N+](=O)[O-])cc1 (stereo unspecified)	0.0%	-13%	-1%	-12%	0	-20%	i	0%	-10%
Cc1ccc(CCNC(=O)C2CCN(S(=O)(=O)c3c(C)nn(C)c3C)CC2)cc1	-0.4%	-10%	-1%	6%	33	2%	i	2%	-14%
CCC(Oc1ccccc1)C(=O)Nc1cc(C(F)(F)F)ccc1N1CCOCC1 (stereo unspecified)	0.4%	?	?	-12%	-17	-5%	i	?	?
CC1CCN(C(=O)c2cc(-c3ccc(Br)cc3)on2)CC1	2.2%	11%	2%	59%[activator]	·	-3%	i	·	31%
COc1ccc2oc(-c3ccccc3)c(C(=O)N(C)C)c2c1	0.7%	-16%	0%	-8%	-10	-24%	i	-3%	4%
CC(=O)NCCC(=O)N1CCCC(N(C)CCc2ccccc2)C1 (stereo unspecified)	0.2%	-1%	0%	·	-13	3%	i	3%	3%
CN(C)CCCn1c2c(c(SCC(=O)Nc3ccc4c(c3)OCO4)nc1=O)CCC2	-0.8%	14%	15%	2%	-11	-5%	i	5%	1%
CCC1CCc2nc3sc(C(=O)Nc4ccc(F)cc4F)c(N)c3cc2C1 (stereo unspecified)	-0.4%	-11%	1%	6%	·	-3%	i	·	4%
COc1ccc(CN2CCC[C@]3(N[C@H](c4ccc(C)cc4)[C@@H]4C(=O)N(C)C(=O)[C@@H]43)C2=O)cc1	0.2%	-8%	·	-2%	15	1%	i	·	·
CCN(CC(=O)NCc1cccs1)C(=O)c1ccc(C)o1	-0.1%	4%	12%	-2%	-2	-5%	i	-2%	-1%
N#Cc1c(-c2ccc(F)cc2)cc(C2CC2)nc1SCC(=O)c1cccs1	0.2%	0%	-1%	3%	0	-1%	i	?	?
COc1cc(NC(=O)COC(=O)CC(NC(C)=O)c2ccccc2)cc(OC)c1 (stereo unspecified)	0.2%	3%	1%	-1%	-1	-2%	i	-3%	3%
NC(=S)Nc1cccc(O)c1	0.3%	3%	1%	·	0	3%	i	14%	8%
O=C1c2cc(Br)ccc2N(Cc2ccc(Br)cc2)S(=O)(=O)C1c1cc(Cl)c(Cl)cc1[N+](=O)[O-] (stereo unspecified)	5.2%	?	-5%	-26%	24	-38%	?	-7%	5%
O=C(CN1C(=O)C2CCCCC2C1=O)Nc1nccs1 (stereo unspecified)	-0.4%	5%	-3%	-16%	5	-11%	i	0%	1%
COCCn1c(SCC(=O)Nc2ccc(OC)c(S(N)(=O)=O)c2)nc2ccccc21	-0.2%	1%	-16%	7%	60	-10%	i	0%	10%
O=C(NNS(=O)(=O)c1ccc(F)cc1)c1ccc(S(=O)(=O)N2CCCCC2)cc1	-0.6%	-15%	-7%	-3%	10	-17%	i	4%	-18%
Cc1cc(C)c(C#N)c(SCC(=O)Nc2cccc(S(=O)(=O)N3CCCC3)c2)n1	3.4%	7%	-2%	3%	7	0%	i	?	-10%
COc1ccc(C2CC(c3ccccc3)Nc3nc(NS(C)(=O)=O)nn32)cc1 (stereo unspecified)	0.0%	5%	8%	·	10	21%	i	-2%	28%
